Screens deposited in PubChem BioAssay by National Center for Advancing Translational Sciences (NCATS).
AT treatment: potential ataxia-telangiectasia treatments restoring KAP-1 phosphorylation. […] A-T fibroblasts, KAP-1 phosphorylation AlphaLISA; neocarzinostatin DNA damage 30 min before lysis. Potency, µM (doses to about 57.5 µM), for the others: at the highest dose activation, usual class: activators. 320,000 tested, 0.19% active; further: potency means the concentration at half of the fitted maximal effect; % of control where 0% means no effect; nearly all actives have a fitted effect of over 45% in size
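hTERT-immortalized A-T patient fibroblasts ([…]), 500 cells/well in OPTI-MEM, 1% FBS, got compounds for 60 min, then NCS for 30 min at 37C. Lysates were then assayed for phospho-KAP-1 by AlphaLISA (anti-pKAP1 donor, anti-KAP1 acceptor beads), 6 hr at 25C.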
TCR act: activates T cell receptor signaling; Potency, µM (top dose mostly 9.22 µM), without a hit: at the highest dose activation of IL-2 secretion, hits mostly activators; 330,000 tested, under 10 active; primary human leukocytes, anti-CD3, IL-2 HTRF, 48 h; further: % of control where 0% means no effect
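Compounds are tested in HTS on primary human leukocytes co-incubated with a-CD3 beads for 48 hr. IL-2 output is measured by time-resolved FRET.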
TSG101-PTAP inh: blocks PTAP/TSG101 interaction to inhibit HIV-1 budding; Fluorescence polarization, FITC-PTAP peptide / Tsg101 binding; Potency, µM (titrated, usually from 115 µM), inactives show at the top dose activity change, negative = inhibition, usual class: inhibitors; 340,000 tested, under 10 active; active means well fitted inhibition curve with a large enough effect in the main read-out, with a control signal flat, not every such curve was filed as active; inconclusive means small, poorly fitted or top-dose-only effect, or effect the other way, or a change in a side signal; inactive means no such curve, though single readings can be large or run the other way; further: potency means the concentration at half of the fitted maximal effect; % of control where 0% means no effect
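FP read-out: FITC-PTAP peptide, 50 nM final, binding Tsg101 binding domain, 10 uM final; 20 min, r.t.; 10 mM HEPES pH 7.5, 0.15 M NaCl, 0.01% Tween 20, 3 mM EDTA, 0.1 mM TCEP.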
TSHR antag: human thyrotropin receptor antagonism; P16473; TSHR-expressing cells, TSH-stimulated cAMP HTRF, 2 h; stronger effect = lower value; activity change, negative = inhibition, % at 11.5 µM; 330,000 tested, 0.2% active; AID 504810;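 active means activity change below a set negative limit, meaning inhibition stronger than a set level, cut at about -70% in these data; inconclusive means activity change between two set negative limits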; further: on the % scale 0 is the no-effect control and ±100 the full control effect
Target sequence (P16473 whole entry, looked up): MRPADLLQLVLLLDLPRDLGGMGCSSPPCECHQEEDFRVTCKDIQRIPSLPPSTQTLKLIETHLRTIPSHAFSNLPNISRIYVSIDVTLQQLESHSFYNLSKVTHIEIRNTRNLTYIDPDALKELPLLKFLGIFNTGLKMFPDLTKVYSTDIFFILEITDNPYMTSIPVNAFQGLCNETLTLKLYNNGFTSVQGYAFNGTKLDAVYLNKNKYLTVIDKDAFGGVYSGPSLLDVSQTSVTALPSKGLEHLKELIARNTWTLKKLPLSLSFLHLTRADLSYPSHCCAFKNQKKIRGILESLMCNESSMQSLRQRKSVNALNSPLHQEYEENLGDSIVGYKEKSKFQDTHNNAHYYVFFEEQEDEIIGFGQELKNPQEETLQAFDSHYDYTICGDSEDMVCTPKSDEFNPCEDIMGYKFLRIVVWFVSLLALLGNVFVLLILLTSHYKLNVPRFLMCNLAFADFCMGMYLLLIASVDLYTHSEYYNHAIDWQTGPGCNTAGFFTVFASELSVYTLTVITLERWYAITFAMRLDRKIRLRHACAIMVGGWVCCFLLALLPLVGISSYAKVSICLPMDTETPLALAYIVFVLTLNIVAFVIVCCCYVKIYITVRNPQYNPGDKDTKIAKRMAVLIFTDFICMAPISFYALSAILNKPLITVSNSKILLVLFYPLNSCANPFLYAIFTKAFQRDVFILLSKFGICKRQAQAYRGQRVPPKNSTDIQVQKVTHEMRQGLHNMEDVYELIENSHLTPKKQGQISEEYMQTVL
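Cell-based HTRF cAMP assay; TSHR cells + compound, TSH EC80 (4nM final), 2 h, 37 deg C. Lysis with anti-cAMP cryptate and cAMP-d2, 30 min RT, read 665/620 nm.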
Menin MLL FP TR: displaces Texas Red mutant MLL peptide from human menin | 270,000 tested, 0.23% active | Potency, µM (doses to about 61.6 µM), without a hit: at the highest dose FP activity change, negative = inhibition, usual class: inhibitors | Menin + Texas Red MLL mutant peptide, fluorescence polarization | O00255; active means well fitted inhibition curve with a large enough effect in the polarisation, with a control signal flat, not every such curve was filed as active; inconclusive means small, poorly fitted or top-dose-only effect, or effect the other way, or a change in a side signal; inactive means no such curve, though single readings can be large or run the other way; the % refers to the polarisation; further: potency means the concentration at half of the fitted maximal effect; % of control where 0% means no effect; many of its hits are not listed in these tables
MLL CXXC-DNA inh: MLL CXXC-DNA interaction inhibition | Q03164 | MLL-CXXC / FITC-HOXA9 DNA fluorescence polarization | Potency, µM (doses to about 115 µM), without a hit: top-dose activity change, negative = inhibition, usual class: inhibitors | 290,000 tested, 0.037% active; active means well fitted inhibition curve with a large enough effect in the polarisation, with a control signal flat, not every such curve was filed as active; inconclusive means small, poorly fitted or top-dose-only effect, or effect the other way, or a change in a side signal; inactive means no such curve, though single readings can be large or run the other way; the % refers to the polarisation; further: potency means the concentration at half of the fitted maximal effect
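Fluorescence polarization: 7 uM MLL-CXXC (stock) preincubated 5 min with compounds, then 50 nM fluorescein-HOX-A9 DNA (stock) added; 30 min ambient. Buffer 50 mM Tris-HCl pH 7.5, 50 mM NaCl, 1 mM DTT, 0.05% BSA.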
MBNL1-CUG inh: inhibitors of human MBNL1 binding to CUG repeat RNA; TR-FRET MBNL1-His/biotin-(CUG)12 binding, 665/545 ratio; 280,000 tested, 0.036% active; Potency, µM (doses to about 57.5 µM), without a hit: at the highest dose activity change, negative = inhibition, most hits filed as inhibitors; AID 2675; active means well fitted inhibition curve with a large enough effect in the signal ratio, with a control signal flat, not every such curve was filed as active; inconclusive means small, poorly fitted or top-dose-only effect, or effect the other way, or a change in a side signal; inactive means no such curve, though single readings can be large or run the other way; the % refers to the signal ratio; further: potency means the concentration at half of the fitted maximal effect; on the % scale 0 is the no-effect control and ±100 the full control effect
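Inhibition of protein-RNA binding appears as loss of TR-FRET between terbium anti-His antibody on MBNL1-His and streptavidin-XL665 on biotin-(CUG)12. Activity is normalized to buffer-only and uninhibited-complex controls.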
Mito fusion act: inhibitors of mitochondrial division or activators of mitochondrial fusion | S. cerevisiae fusion-defective mutant growth rescue, CellTiterGlo 48 h | 320,000 tested, 0.23% active | Potency, µM (titrated, usually from 46.1 µM), for inactives: at the top dose growth rescue (activation), usual class: activators;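 further: potency means the concentration at half of the fitted maximal effect; % of control where 0% means no effect; nearly all actives have a fitted effect of over 45% in size; temperature-sensitive fusion mutants such as fzo1-1 at 37 °C on non-fermentable ethanol glycerol medium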
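Luminescent cell viability in 1536-well qHTS format served as the measure of rescued growth in ts fusion-mutant S. cerevisiae cultured on non-fermentable YPEG for 48 hours at 37C.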
S-ASM inh: inhibitors of human secretory acid sphingomyelinase; P17405; placental ASM, HMU-PC fluorogenic substrate, 60 min; Potency, µM (series often up to 57.5 µM), for inactives: top-dose activity change, negative = inhibition, hits mostly inhibitors; 340,000 tested, 0.006% active; further: potency means the concentration at half of the fitted maximal effect
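Fluorescence read-out (Ex 386 nm, Em 447 nm) after stopping the reaction at pH 10. Enzyme: ASM from human placenta; substrate HMU-PC0, 9 uM final; 60 min, 37 °C. Compound preincubation 10 min, ambient temperature.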
a7 integrin act: integrin-mediated muscular dystrophy alleviation activation. AID 624291. Potency, µM (top dose mostly 38.3 µM), without a hit: at the top dose activation, usual class: activators. alpha7betagal myoblasts, beta-gal FDG fluorescence, 48 h. 350,000 tested, 0.064% active;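 further: potency means the concentration at half of the fitted maximal effect; 100% = response of the positive control SU9516; nearly all actives have a fitted effect of over 60% in size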
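Alpha7betagal+/- myoblasts (passage 13) were plated 16-24 hr, then exposed to compounds (1:260 dilution of DMSO stock) for 48 hours at 37C. After MPER lysis, β-galactosidase reporter activity was read as FDG fluorescence (ex 480/em 540) after 30 minutes.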
An asterisk follows results filed as active; ? = inconclusive; nt = no result given; [ ] = dose if it differs, or a comment. Unless noted, the call rests on the fitted dose curve; in most records, active means well fitted curve in the direction sought with a large enough effect; inconclusive means small, poorly fitted or top-dose-only effect, or another doubt; inactive means no such curve, though single readings can be large; an effect the other way counts as inactive or inconclusive. These rows are one share of the data. The share of hits here may be higher or lower than overall.

Order of results – AT treatment	TCR act	TSG101-PTAP inh	TSHR antag	Menin MLL FP TR	MLL CXXC-DNA inh	MBNL1-CUG inh	Mito fusion act	S-ASM inh	a7 integrin act
O=C(CN1C(=O)CSc2ccc(S(=O)(=O)N3CCOCC3)cc21)NCc1ccc(Cl)cc1
 : -1%	5%	-4%	8	10%	8%	10%	-7%	-2%	-33%[inhibitor]
CNC(=O)C1=NCCCc2cc(OC)c(OC)cc21
 : 15%	nt	nt	2	-1%	4%	-7%	-6%	4%	-9%
CC(C)[C@H](NC(=O)c1ccccc1)C(=O)NC1=NCCS1
 : 13%	4%[46.1 µM]	-3%	5	nt	nt	nt	nt	5%	-17%
O=C(c1ccc(-c2ccccc2)cc1)C1CCCN(C(=O)Cn2cncn2)C1 (configuration not stated)
 : -1%	-4%	2%	-11	8%	0%	14%	?	-10%	-7%
CN(c1ccccc1)S(=O)(=O)c1ccc(Cl)c(C(=O)NCCc2c[nH]c3ccccc23)c1
 : 6%	-1%[46.1 µM]	1%	3	1%	25%	-7%	?	-6%	33%
CCOC(=O)C1(CCOc2ccccc2)CCN(Cc2ccc(OCC)c(CO)c2)CC1
 : nt	-2%	-1%	nt	nt	nt	nt	nt	-3%	?
Cn1c(N2CCCCC2)nc2c1c(=O)n(Cc1cccc(Br)c1)c(=O)n2C
 : 10%	3%	-1%	-7	-1%	3%	7%	0%	-2%	-8%
O=C(CSc1nc2c(sc3ccccc32)c(=O)n1Cc1ccco1)NCC1CCCO1 (configuration not stated)
 : 12%	0%	-1%	-9	-16%	16%	8%	-2%	-3%	1%
COc1ccccc1NC(=O)CCS(=O)(=O)c1ccc2c(c1)oc(=O)n2C
 : 8%	-8%	-4%	11	nt	23%	1%	2%	4%	6%
CCOC(=O)CN(C(=O)CSc1nnc2c(n1)[nH]c1c(C)cc(C)cc12)c1ccccc1
 : -2%	nt	nt	-1	11%	-8%	6%	-1%	nt	nt
COc1cc(-c2cc(-c3ccc(N)cc3)[nH]c(=O)c2C#N)cc(OC)c1OC
 : 1%	-3%	?	-3	-2%	?	?	0%	146%[activator]	-4%
CN(Cc1ccccc1)C(=O)C1CCCN1S(=O)(=O)c1ccc2c(c1)n(C)c(=O)c(=O)n2C (configuration not stated)
 : 1%	-2%	-1%	22	nt	-8%	nt	-1%	-3%	-7%
COc1ccc(Cl)cc1NC(=O)COC(=O)c1ccc(Cl)nc1
 : 6%	-5%	-2%	10	nt	nt	nt	2%	-1%	-34%
CCC(C)NC(=O)C1CCCN(S(=O)(=O)c2ccc3c(c2)CC(C)N3C(C)=O)C1 (configuration not stated)
 : 6%	-6%	0%	10	1%	0%	-3%	-1%	1%	25%
COc1ccc(-c2nc3nc(SC)nn3cc2C)cc1F
 : 7%	-1%	-2%	57	13%	-4%	-10%	-1%	-1%	18%
O=C(c1ccc(CS(=O)(=O)c2ccc(Br)cc2)o1)N1CCN(c2ccc(F)cc2)CC1
 : -17%	1%	-2%	-6	nt	3%	3%	1%	-4%	12%
Cc1cc(-c2ccco2)n(CC(=O)NCCN(C)C)n1
 : 33%	11%	-8%	22	-13%	5%	-3%	3%	-4%	25%
COc1ccc(NC(=O)CN(C)S(=O)(=O)c2ccccc2)cc1OC
 : -2%	5%	-1%	-3	6%	3%	-3%	-9%	-3%	-7%
COc1cc(/C=N/NC(=O)C23CC4CC(CC(C4)C2)C3)cc(Br)c1O
 : -5%	-4%[46.1 µM]	-6%	-9	3%	-11%	0%	3%	85%[activator]	-5%
Cc1ccn2cc(CNC(=O)c3ccc(Br)o3)nc2c1
 : 4%	9%	-5%	5	-1%	19%	-6%	-5%	4%	-7%
COc1ccccc1N1CCN(C(=O)C2CCCN(S(=O)(=O)c3ccc4c(c3)oc(=O)n4C)C2)CC1 (configuration not stated)
 : 4%	-1%	-2%	-32	-11%	0%	-1%	31%	5%	-41%
CCc1ccc(N2C(=O)Nc3ccc(Br)cc3C2(O)C(=O)NCCN(C)C)cc1 (configuration not stated)
 : -13%	1%	-3%	-5	14%	17%	-3%	5%	3%	-50%[inhibitor]
CC(=O)c1cc(CN2CCC(C(=O)Nc3ccc(-n4nc(C)cc4C)cc3)CC2)cs1
 : nt	2%	0%	nt	nt	nt	nt	nt	4%	-12%
Cc1cc(C(F)(F)F)n2ncc(-c3ccccc3)c2n1
 : 5%	1%	-3%	-15	14%	1%	15%	-7%	-6%	-19%
COc1ccc(CCC(=O)OCc2csc(CC(=O)Nc3ccc(C)cc3)n2)cc1OC
 : 7%	8%	-2%	nt	nt	nt	nt	nt	5%	-6%
CC(C)C(=O)C1=Cc2cc([N+](=O)[O-])ccc2OC1N1CCOCC1 (configuration not stated)
 : 10%	nt	1%	5	15%	1%	?	-7%	-3%	?
CC(=O)N(c1c(C)n(C)n(-c2ccccc2)c1=O)C1(C(=O)NC2CCCCC2)CCCCC1
 : 5%	nt	-6%	3	nt	6%	5%	0%	-1%	8%
O=C(CSc1nnc(SCc2cccc3ccccc23)s1)N/N=C/c1c[nH]c2ccccc12
 : 1%	-3%[46.1 µM]	-3%	-18	?	?	1%	1%	-24%	-9%
Cc1ccc(S(=O)(=O)NCC(=O)NCC(=O)NC(C)c2ccccc2Br)cc1C (configuration not stated)
 : -4%	0%	-5%	-6	-5%	8%	-4%	-9%	4%	0%
CC(Oc1cccc([N+](=O)[O-])c1)C(=O)NCCC1=CCCCC1 (configuration not stated)
 : 2%	-1%	1%	-6	nt	nt	nt	0%	-3%	28%
CC(C)C[C@@H](COc1ccccc1)N1CCN(Cc2ccccc2)CCC1=O
 : -6%	-4%	0%	-2	?	1%	-1%	-3%	4%	7%
COc1cccc(/C=N/n2c(-c3n[nH]c4c3CCC4)n[nH]c2=S)c1O
 : -13%	12%[46.1 µM]	-1%	-1	30%	-7%	-1%	-2%	11%	1%
N#CCSc1nc2ccc(N3CCCCC3)cc2c(=O)n1Cc1ccccc1
 : 1%	-1%	6%	1	41%[activator]	8%	30%[activator]	-3%	8%	-28%[7.66 µM]
O=C1C2C3C=CC(C3)C2C(=O)N1Cc1ccc(CN2C(=O)C3C4C=CC(C4)C3C2=O)cc1 (configuration not stated)
 : -1%	8%	0%	-6	nt	8%	4%	-12%	5%	21%
O=c1c2ccccc2c(C=Nc2ccc(S(=O)(=O)N3CCCCC3)cc2)c(O)n1-c1ccc(Cl)cn1
 : 19%	-6%[46.1 µM]	1%	59	-1%	4%	-13%	8%	6%	19%
COc1ccc(S(=O)(=O)Nc2ccccc2OC)cc1NC(=O)Cc1cccs1
 : -8%	-6%[46.1 µM]	0%	14	4%	7%	?	-3%	-2%	6%
COc1ccc(OCCN2CCN(C3CC(=O)N(CCC(C)C)C3=O)CC2)cc1 (configuration not stated)
 : -5%	-1%	-4%	-1	-1%	-4%	4%	-10%	1%	4%
O=C(NC(=S)Nc1cc(C(F)(F)F)ccc1N1CCOCC1)c1sc2ccccc2c1Cl
 : 2%	6%[46.1 µM]	-2%	-1	-27%	2%	?	-8%	-5%	-5%
Cc1nn(C)c(C)c1CNC(=O)c1cnn2c1NC(c1ccccc1)CC2C(F)(F)F (configuration not stated)
 : 2%	nt	-5%	0	-4%	10%	-14%	1%	-1%	-6%
O=C(COC(=O)c1ccccc1)Nc1ccc2[nH]c(=O)[nH]c2c1
 : -7%	3%	-15%	-1	nt	nt	nt	-3%	3%	-3%
CCOC(=O)CNC(=O)Cn1cnc2c(nnn2-c2ccc(OC)cc2)c1=O
 : -1%	5%	-1%	0	-12%	10%	-7%	-5%	-1%	7%
COC(=O)Cc1ccc(NC(=S)NCc2ccccc2Cl)cc1
 : 2%	-4%[46.1 µM]	4%	15	-13%	-2%	-21%	1%	-1%	-18%
CCOC(=O)[C@H](CCc1ccccc1)N[C@@H](C)C(=O)N1C(C(=O)O)C[C@@H]2CCC[C@@H]21 (some centres not stated)
 : -4%	-24%	1%	4	nt	nt	nt	-2%	-1%	nt
CC1C(=NO)C(C)C(c2ccc(N(C)C)cc2)NC1c1ccc(N(C)C)cc1 (configuration not stated)
 : -11%	0%	-3%	14	nt	2%	5%	4%	3%	3%
O=C(CSc1nnnn1-c1cccc(F)c1)Nc1nc2ccccc2s1
 : nt	-7%[46.1 µM]	0%	3	6%	3%	10%	-1%	0%	20%
